# Source: PubChem (several laboratories)
# Shn3 inh set2: Schnurri-3 reporter inhibition in Clone20 osteoblasts; Clone20 osteoblast Shn3 3'UTR firefly luciferase, 24 h; 360,000 compounds, 0.52% hits; inhibition, % at 12.5 µM;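 active means mean inhibition of at least 75% with every replicate also reaching 75%; inconclusive means mean inhibition at least 75% but some replicate below; inactive means mean inhibition below 75%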;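 further: 0% = median of neutral control wells and 100% = pilot-screen positive control compound; some compounds past the cut are filed as inactive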
# KKLEB tox: CF airway cell cytotoxicity counter-screen; AID 602141; KKLEB CF airway cells viability, ATPlite luminescence, overnight; active compounds read low; cells stimulated with P. aeruginosa culture filtrate; 360,000 compounds, 0.36% hits; activity change (cytotoxicity), % at 5 µM;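 active means corrected activity change at or below -50% at 5 µM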
# Peg3 promoter: reduces Peg3 promoter-driven luciferase expression in HeLa; inhibition, % at 20 µM; HeLa PEG-Prom luciferase reporter, luminescence, overnight; AID 588405; 360,000 compounds, 1.7% hits;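 active means inhibition of at least 50% at 20 µM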
# NR2E3 ag-1: activates human photoreceptor nuclear receptor NR2E3. GST-NR2E3/biotin-RetCOR TR-FRET, 1536-well. inhibition of corepressor binding, % at 4.78 µM. 320,000 compounds, 0.12% hits. AID 2300;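 active means percent inhibition above the cutoff of mean plus 3 SD of all tested compounds, set per screening campaign, cut at about 20% in these data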;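 further: 0% = DMSO wells and 100% = biotin wells as full block of FRET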
# Target sequence (Q9Y5X4 whole entry, looked up): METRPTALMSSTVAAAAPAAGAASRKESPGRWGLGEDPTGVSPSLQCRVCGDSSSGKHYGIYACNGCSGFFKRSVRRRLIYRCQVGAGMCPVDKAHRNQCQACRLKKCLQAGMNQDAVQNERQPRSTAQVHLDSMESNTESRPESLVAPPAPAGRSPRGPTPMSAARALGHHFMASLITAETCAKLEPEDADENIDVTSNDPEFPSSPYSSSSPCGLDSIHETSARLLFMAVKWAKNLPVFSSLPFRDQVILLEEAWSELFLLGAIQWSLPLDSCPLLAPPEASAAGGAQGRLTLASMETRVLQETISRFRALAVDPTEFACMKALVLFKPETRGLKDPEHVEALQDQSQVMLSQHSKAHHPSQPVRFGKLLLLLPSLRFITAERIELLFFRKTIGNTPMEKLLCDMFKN
#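 System: GST-tagged NR2E3 plus biotinylated RetCOR corepressor; Buffer or medium: pH 7.5 Tris-based buffer; Probe or stimulus: RetCOR corepressor, biotinylated, 7 nM; Doses: compound at 4.8 µM, single dose; Schedule: 5 h incubation at 4 °C; Technique: time-resolved FRET; Evaluation: percent inhibition of TR-FRET ratio; Replication: one well per compound, singlicate testing.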
# HIF-2a block: inhibitors of HIF-2a. 786-0 RCC cells HIF-2a reporter, luciferase luminescence, overnight. inhibition, % at 18.8 µM. 360,000 compounds, 0.72% hits. AID 624352;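 active means inhibition of the luminescence signal of 40% or more relative to plate controls, in a single-dose primary screen at 18.75 µM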
# NR2E3 ag-2: human photoreceptor-specific nuclear receptor agonism. Q9Y5X4. CHO-S Gal4-NCOR/VP16-NR2E3 two-hybrid, luciferase. inhibition of corepressor binding, % at 3.98 µM. 360,000 compounds, 0.35% hits. AID 602229;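 active means inhibition above the mean of all tested compounds plus 3 SD, cut at about 70% in these data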;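 further: 0% = DMSO with NR2E3 transfected cells and 100% = cells lacking NR2E3 construct; higher means lower luciferase signal from less NR2E3 corepressor binding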
# CaV13 FRET inh: Disruptors of the CACNA1D IQ motif to Ca2+-dependent inactivation inhibitor domain association, primary screening, Förster resonance energy transfer in intact living …; HEK cells, CFP/YFP FRET ICDI-IQ, plate reader, 10 min; percent FRET-ratio fall versus neutral wells; inhibition, % at 12.3 µM; 340,000 compounds, 0.098% hits; AID 743397;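 active means mean replicate inhibition of at least 30% and at least 1% of replicates passing that level; inconclusive means only one of the two criteria is met; inactive means neither criterion is met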;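 further: 0% = median of the neutral control wells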
# CF NFkB inh: cystic fibrosis NF-kB activation inhibition; KKLEB NF-kB-GFP reporter, PAF-induced, GFP fluorescence overnight; inhibition, % at 5 µM; 360,000 compounds, 0.86% hits;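 active means at least 50% inhibition at 5 µM, scaled per plate between neutral and stimulator controls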;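 further: PAF is a Pseudomonas aeruginosa culture filtrate used as stimulus; plate controls were PAF-stimulated DMSO wells for no effect and unstimulated DMSO wells for full effect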
# Vif imaging: blocks HIV Vif function | HEK293T cells, Vif self-association by quenched fluorescence, imaging, 24 h | inhibition, % at 7.49 µM | 340,000 compounds, 0.35% hits; in the data active means inhibition above about 50%, passing the limit was not always enough; inconclusive means no clear call, values can overlap the other calls; inactive means below about 31%; further: some results filed as inactive read as strong as hits
# PDI turbidity: PDI (human) enzyme inhibition; P07237; PDI insulin aggregation turbidity, A650, 90 min; inhibition, % at 10 µM; 350,000 compounds, 0.052% hits; AID 588391;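 active means mean inhibition across replicates of 30% or more, whatever share of single replicates reach that level; inconclusive means mean inhibition below 30% while every single replicate reaches 30%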;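 further: absorbance from insulin aggregation driven by PDI reduction with DTT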
# Target sequence (P07237 whole entry, looked up): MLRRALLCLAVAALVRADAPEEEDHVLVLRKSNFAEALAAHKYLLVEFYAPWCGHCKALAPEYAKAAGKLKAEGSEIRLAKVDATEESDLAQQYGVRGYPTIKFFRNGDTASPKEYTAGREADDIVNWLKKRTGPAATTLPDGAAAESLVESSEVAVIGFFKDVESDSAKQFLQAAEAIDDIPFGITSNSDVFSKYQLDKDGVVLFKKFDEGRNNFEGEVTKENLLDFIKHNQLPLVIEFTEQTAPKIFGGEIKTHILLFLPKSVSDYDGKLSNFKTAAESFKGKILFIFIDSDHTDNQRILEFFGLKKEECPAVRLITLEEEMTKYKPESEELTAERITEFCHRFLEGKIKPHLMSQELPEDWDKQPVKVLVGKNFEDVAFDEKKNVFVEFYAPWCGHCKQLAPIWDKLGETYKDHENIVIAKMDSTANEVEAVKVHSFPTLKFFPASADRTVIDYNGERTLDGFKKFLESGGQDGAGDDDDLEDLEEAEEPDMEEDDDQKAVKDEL
# MITF TRPM1 inh: reduces MITF-dependent TRPM1 promoter luciferase signal; SK-MEL-5 TRPM1 promoter luciferase, 24 h; inhibition, % at 12.5 µM; 330,000 compounds, 0.83% hits;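 active means mean inhibition across replicates of 60% or more, whatever share of single replicates reaches that level; inconclusive means some that reach 60%, reason not given; inactive means mean inhibition across replicates below 60%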; further: values of inactives mirror those of a sister screen read the other way
# * hit, by the source's call; ? = inconclusive; / = not tested or not shown.
SMILES,Shn3 inh set2,KKLEB tox,Peg3 promoter,NR2E3 ag-1,HIF-2a block,NR2E3 ag-2,CaV13 FRET inh,CF NFkB inh,Vif imaging,PDI turbidity,MITF TRPM1 inh
O=c1c2ccccc2ncn1-c1ccc(Cl)cc1Cl,-10,-12,4,-1,-10,-32,-19,-7,1,-3,/
CN(CCc1ccccn1)C(=O)CCC1CCCN(C(=O)c2c3c(nn2C)CCCC3)C1 (configuration not stated),13,-3,3,5,10,-15,-5,3,-6,-1,2
COc1ccc(CN2CCN(CCSc3ccc(C)cc3)CC2)c(OC)c1OC,8,-10,8,3,12,9,-2,-3,-3,-7,7
CCN1CCN(S(=O)(=O)c2ccc(Cl)c(C(=O)N(C)Cc3ccccc3)c2)CC1,-3,14,16,3,10,-5,-5,5,-4,-4,-2
Cc1ccc(S(=O)(=O)/N=C/c2cc(Br)ccc2O)cc1,5,9,-4,2,9,-10,-5,-18,-3,2,0
CCN(CC)S(=O)(=O)c1cccc(C(=O)NNC(=O)c2ccc3[nH]c(=O)c(=O)[nH]c3c2)c1,-7,18,2,2,11,-10,-5,-33,-1,-5,15
CN(C)CC1CCCCC1C1(O)c2ccccc2CSc2sccc21 (configuration not stated),3,-7,4,0,11,-3,-4,4,7,8,-15
COC(=O)[C@@]12CCCN1[C@H](c1ccc(SC3CCCCC3)cc1)[C@H]1C(=O)N(C)C(=O)[C@H]12,49,-5,-1,1,3,-32,-5,-2,0,-24,-1
COc1cc(/C=N/NC(N)=S)ccc1OCC(=O)N1CCOCC1,22,6,10,-2,10,-10,-5,0,-2,-1,-1
COc1ccc(S(=O)(=O)NNC(=O)c2sccc2-n2cccc2)cc1,7,0,-13,4,8,-27,-2,-12,1,2,4
Cc1ccc(C)c(OCCC(=O)Nc2ccc3c(c2)OCO3)c1,-3,5,-22,2,-46,3,-3,7,12,3,-7
CCOC(=O)C(C)Sc1nnc2c3ccccc3n(C)c2n1 (configuration not stated),-3,4,0,3,-2,12,-2,4,-4,20,8
O=C(Nc1c(C(=O)Nc2cccc3ccccc23)cnn1-c1ccccc1)c1ccco1,5,-11,23,-4,4,-15,/,3,2,-1,11
COc1cc(CNCc2cccnc2)ccc1OCc1ccccc1,-22,7,-90,-1,-131,-13,-7,-15,2,6,-37
O=C1CCCC/C1=C\Nc1ccccc1C(=O)O,-15,5,7,1,15,4,-4,7,-2,-1,8
OCC1(CCCc2ccccc2)CCN(Cc2cc(F)ccc2F)CC1,6,-10,-4,4,12,-5,-7,9,-13,-9,12
O=S(=O)(c1ccc2c(c1)OCCO2)N1CCN(c2nc3ccccc3s2)CC1,-29,4,3,2,-33,7,-9,12,-7,-3,-3
Cc1ccccc1CNCCCSc1ncccn1,3,5,5,2,16,-15,-2,-8,-3,-5,-3
Cn1ccnc1SCC(=O)Nc1cccc([N+](=O)[O-])c1,-3,-6,0,4,-1,3,-7,2,7,12,-5
COc1ccc(N2C(=O)CC(NC3CCCCNC3=O)C2=O)cc1 (configuration not stated),-19,7,-1,0,3,11,-6,-2,31,0,6
COc1ccc2sc(NCc3ccccc3)nc2c1,-25,-2,-378,-1,-210,-126,-7,4,-4,3,-110
CCn1c(=N)n(CC(O)c2ccccc2)c2ccccc21 (configuration not stated),-2,-15,7,4,13,-15,/,-7,23,-4,-5
COc1ccccc1-c1cnc(C(O)c2ccc(SC)cc2)[nH]1 (configuration not stated),18,-5,-27,/,-24,-25,-9,-6,3,-1,/
O=c1oc2ccc(Cl)cc2nc1/C=C(\O)c1cccs1,-12,-1,-16,1,-110,-125,-3,-3,-11,-2,2
Cc1cccc(C)c1NC(=O)CN(C)CC(=O)Nc1ccccc1Br,-11,5,16,1,5,-25,-5,9,/,6,7
Cc1ccnc(N2CCCC(C(=O)Nc3ccc(C)c(C)c3)C2)n1 (configuration not stated),-9,-21,-2,5,-2,-46,-3,-2,-10,-3,12
CC(=O)c1ccc(NC(=O)CSc2ccc(-c3ccco3)nn2)cc1,-12,-21,-27,8,-40,-32,/,-12,-6,-3,-11
CCOC(=O)C1=C(C)NC2=C(C(=O)C(C(=O)OCC)C(c3ccc(OC)cc3)C2)C1c1ccccn1 (configuration not stated),5,-2,10,0,13,-10,-3,-4,-8,-26,4
CC1=CC(=C(C#N)C#N)c2ccccc2N1C,-9,5,12,-3,3,-9,-6,-104,-9,-6,-8
CC(=O)c1c(C)[nH]c(C(=O)COC(=O)Cc2ccccc2F)c1C,-106,-11,-259,/,-10,-19,-14,12,-3,-9,/
CC1CCCCN1C/C=C/c1ccccc1[N+](=O)[O-] (configuration not stated),13,10,-8,-1,11,-10,-5,2,-4,1,9
COc1cccc(Nc2nnc(SCC(=O)N3CCOCC3)s2)c1,-17,3,-69,2,-101,-40,/,3,-1,2,-20
CCN(CC(=O)Nc1ccc2c(c1)OCCO2)CC(=O)Nc1ccc2c(c1)OCO2,1,-3,19,-3,16,24,-2,6,4,4,-6
Cc1cnc(NS(=O)(=O)c2ccccc2)c(Br)c1,-4,0,17,-1,10,-4,-5,-6,2,9,-13
O=C(CSc1cccc[n+]1[O-])Nc1ccc2c(c1)OCCO2,-1,9,-29,0,-45,-20,-8,5,5,-4,-9
COc1ccc(C(=O)CC(=O)C(=O)Nc2ccc(C)cc2Cl)cc1,7,2,21,3,11,-20,-17,-19,-3,5,12
COc1ccc(S(=O)(=O)NCC(=O)N(CC(=O)NCC2CCCO2)Cc2ccccc2)cc1 (configuration not stated),-61,10,8,1,12,-23,-4,4,71*,-5,7
CNC(=O)CSc1ncnc2c1cnn2-c1ccccc1,-38,-4,-96,2,-98,2,0,0,-8,-7,-26
Cc1onc(-c2ccccc2)c1C(=O)NC1CC1,61,-11,-2,/,11,26,-7,-4,-4,-3,3
Cc1ccccc1S(=O)(=O)N(C)C[C@H]1OCc2cnnn2CCCC(=O)N([C@@H](C)CO)C[C@H]1C,-7,-4,4,/,7,17,-2,9,4,-3,/
Nc1ncnc2c1ncn2[C@@H]1O[C@H](C(=O)N[C@H]2c3ccccc3C[C@H]2OC=O)[C@@H](O)[C@H]1O,-7,-16,12,/,9,2,-3,-14,/,/,/
CC12CCC(c3c(C(=O)O)nn(-c4ccccc4)c31)C2(C)C (configuration not stated),-17,0,14,-3,7,10,-8,14,-2,2,-10
CCc1nc2ccc(C(=O)N(C)Cc3ccccc3)cn2c1N(CC)Cc1cccc(Br)c1,-12,-10,27,/,15,-6,-7,30,-2,-1,/
Cc1nc2nc(SCC(=O)NCCCN3CCCCCC3)nn2c(C)c1Cc1ccccc1Cl,10,5,-6,-1,2,-56,-5,-7,7,-3,-8
O=C(C[C@H]1C/C=C\C[C@@H](Cc2ccc(F)cc2)C(=O)OC[C@H]2CCCN2C1=O)N[C@H](CO)Cc1ccccc1,-2,12,0,/,8,-11,-10,-4,17,0,6
CN(C)CCCN=Cc1c(O)n(Cc2ccccc2)c(=O)c2ccccc12,-4,-3,7,1,3,-8,-1,6,3,3,-14
COc1ccc(NC(=S)NC(=O)c2cncc(Br)c2)c(OC)c1,-2,4,-8,-2,-2,-18,-23,-4,26,1,6
COC(=O)c1ccc(NC(=O)C2CC2)o1,2,2,0,2,6,-37,-5,2,25,2,-1
CCN(C(=O)c1cccnc1)c1ccccc1,14,0,3,-1,6,5,-4,8,7,-11,8
CSc1cccc(NC(=O)CSc2ccc(Cl)cc2)c1,2,-3,-94,2,-82,-20,-2,3,-7,14,-8
COc1ccc(-c2cc(C(=O)Nc3ccc(Cl)cc3Cl)c3ccccc3n2)cc1OC,5,-1,5,4,0,6,-4,-7,?,5,-11
O=C(/C=C/c1ccc(Cl)cc1)N1CCOCC1,-18,4,-84,3,-130,-43,-19,0,12,-6,-16
Nc1ccn(CC(=O)N[C@H](CO)Cc2c[nH]c3ccccc23)c(=O)n1,1,-3,4,1,6,-14,-10,-8,3,16,-2
NNC(=O)c1cc2ccccc2[nH]1,2,-22,13,0,12,7,-1,-1,-8,-10,8
CCCCn1c(N)c(N(C)C(=O)c2c(C)nn(-c3ccccc3)c2C)c(=O)[nH]c1=O,-36,-8,-18,/,-1,12,-6,-3,7,1,7
Fc1cccc(/C=N/NC(=S)Nc2ccccc2Cl)c1,-74,-5,-144,0,-280,-42,-15,9,-4,-11,-45
O=C([C@H](O)c1ccccc1)N1CCC[C@H]1CO,-7,-11,9,4,17,-12,-5,6,/,2,-11
CC(=O)c1c(C)oc2ccc(NS(=O)(=O)c3ccc(O)c(C(=O)O)c3)cc12,-3,0,6,3,15,0,/,-4,-20,-1,-5
C=CCn1c(N2CCOCC2)nc2c1c(=O)[nH]c(=O)n2C,-30,13,14,0,14,-5,-2,10,-3,-3,1
Cc1cccc2nc(CSc3nc4[nH]ncc4c(=O)n3-c3ccccc3Cl)cc(=O)n12,14,-11,-43,2,22,11,-5,17,-6,0,15

# The final 2 entries of the section before are carried over, then new ones follow:
SMILES,Shn3 inh set2,KKLEB tox,Peg3 promoter,NR2E3 ag-1,HIF-2a block,NR2E3 ag-2,CaV13 FRET inh,CF NFkB inh,Vif imaging,PDI turbidity,MITF TRPM1 inh
C=CCn1c(N2CCOCC2)nc2c1c(=O)[nH]c(=O)n2C,-30,13,14,0,14,-5,-2,10,-3,-3,1
Cc1cccc2nc(CSc3nc4[nH]ncc4c(=O)n3-c3ccccc3Cl)cc(=O)n12,14,-11,-43,2,22,11,-5,17,-6,0,15
O=C(COc1ccc2ccc(=O)oc2c1)NCCN1CCOCC1,-21,-7,8,/,8,15,-5,5,/,10,/
O=C1CCC(C(=O)N(CCO)Cc2ccccc2)CN1CC1CCCCC1 (configuration not stated),-8,25,18,3,-5,-5,-2,1,-1,8,-2
CO/N=C/c1ccc(Sc2ccc(C)cc2)c([N+](=O)[O-])c1,13,5,13,2,-5,-8,-5,-12,19,-3,-4
O=C(CN1C(=O)C2CCCCC2C1=O)N1CCN(c2ccc(F)cc2)CC1 (configuration not stated),-4,6,-5,1,2,-6,-4,3,2,10,-1
COC(=O)C(CC(C)C)NC(=O)c1cccs1 (configuration not stated),28,-4,11,3,11,7,-21,27,-5,-4,-5
Cc1ccccc1-c1cccc(CN2CCN(C)C(CCO)C2)c1 (configuration not stated),14,5,-28,2,-4,-10,-2,12,11,1,-1
COCCCN1C(=O)C(O)=C(C(=O)c2ccc(C)o2)C1c1cccc(Br)c1 (configuration not stated),-4,6,18,45*,4,-32,-4,-31,7,2,-5
